NPYLR7 ag: agonists of mosquito NPYLR7 receptor, primary screen, cell-based, Aedes aegypti, calcium fluorescence, mosquito biting behavior. Aedes aegypti neuropeptide Y-like receptor 7 (NPYLR7). HEK293T NPYLR7/Galpha15, GCaMP6s calcium fluorescence. activation, % at 10 µM. 0.15% of 270,000 active. AID 1259423, 2018; in the data active = activation above about 40%;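 also: 0% = vehicle and 100% = reference agonist at the receptor; some compounds past the cut are filed as inactive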
mcGAS lum: cyclic GMP-AMP synthase inhibitors, mouse, primary biochemical chemiluminescence; Q8C6L5; recombinant cGAS, Kinase-Glo ATP depletion luminescence; inhibition, % at 12.5 µM; 0.15% of 160,000 active;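 also: 0% = negative control wells and 100% = reference inhibitor with no enzyme activity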
hcGAS inh: Primary biochemical luminescence assay for human cyclic GMP-AMP synthase inhibitors. recombinant h-cGAS, ATP depletion, Kinase-Glo luminescence. inhibition, % at 12.5 µM. 0.081% of 290,000 active. AID 1259398, 2018;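 also: 0% = vehicle reaction and 100% = reaction without DNA for no activity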
Target sequence (Q8N884 whole entry, looked up): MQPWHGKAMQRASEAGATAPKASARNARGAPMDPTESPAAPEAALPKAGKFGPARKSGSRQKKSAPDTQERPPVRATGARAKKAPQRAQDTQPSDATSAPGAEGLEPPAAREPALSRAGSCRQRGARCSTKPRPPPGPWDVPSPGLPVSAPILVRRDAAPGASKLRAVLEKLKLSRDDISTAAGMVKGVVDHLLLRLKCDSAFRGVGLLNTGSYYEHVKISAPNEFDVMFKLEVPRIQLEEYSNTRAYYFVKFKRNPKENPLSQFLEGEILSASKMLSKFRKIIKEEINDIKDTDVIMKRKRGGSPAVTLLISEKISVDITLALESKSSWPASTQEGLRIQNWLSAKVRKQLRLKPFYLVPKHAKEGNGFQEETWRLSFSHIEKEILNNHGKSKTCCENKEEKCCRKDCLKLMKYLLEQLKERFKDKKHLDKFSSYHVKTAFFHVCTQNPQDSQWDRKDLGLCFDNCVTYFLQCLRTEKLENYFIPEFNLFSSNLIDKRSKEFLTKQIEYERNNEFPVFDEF
Numbers without * were called inactive; . = not tested or not shown; & = joins results of further samples. Rule as the data show it, unless noted: active = inhibition above about 40%; inactive = the rest.

Sequence of screens – NPYLR7 ag	mcGAS lum	hcGAS inh
> O=C(CSc1nc2[nH]ncc2c(=O)[nH]1)Nc1nccs1
  -2	.	-5
> COc1ccc(NC(=O)Nc2ccc3nc([C@@H]4O[C@H](CO)[C@@H](O)[C@H]4O)[nH]c3c2)cc1OC1CCCC1
  -1	0	2
> Cc1ccc(C(=O)CSc2nnc(C3CC3)n2-c2ccc(Cl)c(Cl)c2)cc1
  -6	-6	-7
> CSc1nc(N2CCCC2)c2cnn(CCNC(=O)Cc3cccs3)c2n1
  .	-5	-3
> CC(NCc1nc(Cc2ccccc2F)no1)c1cn2ccsc2n1 (stereo not drawn)
  7	.	-7
> CCCCc1ccc(NC(=O)CNc2ccccc2C(C)=O)cc1
  -1	-12	-7
> CCN(Cc1c(F)ccc(C)c1F)CC1CCOCC1
  6	-16	-7
> CC(=O)O[C@@H]1CC2C(C)(C)C(=O)C=C[C@]2(C)C2CC[C@@]3(C)[C@H](c4ccoc4)OC(=O)[C@H]4O[C@]43[C@@]21C (stereo partly drawn)
  -20	.	5
> COc1ncccc1-c1nccc(N2CCC(O)CC2)n1
  7	-14	-6
> CCCCn1c(=O)c2c(nc3n2CCCN3c2ccc(OCC)cc2)n(C)c1=O
  2	-2	-2
> Cc1ccc(C(=O)Nc2cccc(O)c2)cc1S(=O)(=O)N1CCC(C)CC1
  -5	-4	-3
> Cc1ccc(Br)cc1S(=O)(=O)N(C)CCC#N
  5	.	-4
> Cc1cccc(C(=O)N2CCN(c3cc(C)c(C#N)c4nc5ccccc5n34)CC2)c1
  -2	-5	-5
> CNC(=O)c1cc(S(=O)(=O)N2CC(c3ccccn3)C2)cs1
  6	.	-5
> FC(F)(F)c1cccc(CSc2nnc(-c3ccco3)n2-c2cccc(C(F)(F)F)c2)c1
  .	-10	-6

Copied from above for reference:
Sequence of screens – NPYLR7 ag	mcGAS lum	hcGAS inh
> Cc1ccc(C(=O)CSc2nnc(C3CC3)n2-c2ccc(Cl)c(Cl)c2)cc1
  -6	-6	-7
> CSc1nc(N2CCCC2)c2cnn(CCNC(=O)Cc3cccs3)c2n1
  .	-5	-3
> CC(NCc1nc(Cc2ccccc2F)no1)c1cn2ccsc2n1 (stereo not drawn)
  7	.	-7

More records follow.
Sequence of screens – NPYLR7 ag	mcGAS lum	hcGAS inh
> COC(=O)[C@@H](NC(=O)c1nc2ccccn2c1F)C(C)(C)C
  13	.	-10
> O=C(CSc1nc2ccccc2c(=O)n1-c1ccccc1Cl)NC1CCS(=O)(=O)C1 (stereo not drawn)
  5	.	-5
> COc1ccc(NC(=O)CN2C(=O)NC(C)(c3ccco3)C2=O)cc1OC (stereo not drawn)
  16	-4	-16
> COc1cc(C(C)=O)ccc1OCCCN1CCC(c2noc3cc(F)ccc23)CC1
  -13	.	-4
> CCc1nc(N2CCN(S(=O)(=O)c3ccc(Cl)cc3)CC2)c2ccc(Cl)cc2n1
  3	-6	-1
> c1ccc2c(c1)CCOC2CNCC1COc2ccccc2O1 (stereo not drawn)
  7	.	-16
> CCc1nnc(N=Cc2nc(-c3cccc4ccccc34)oc2O)s1
  2	-1	-5
> Cc1cc(F)ccc1Oc1cc(N2CCN(C(=O)C(C)(C)CCl)CC2)ncn1
  -10	-5	-5
> O=S(=O)(c1cccc(C(F)(F)F)c1)N1CCC(c2cn(Cc3ccc(C(F)(F)F)cc3)c3ccccc23)CC1
  14	-5	8
> CC(C)NC(=O)N(CCN1C(=O)CSC1c1ccccc1F)C(C)C (stereo not drawn)
  -6	-7	-6
> Cc1nc(NCC2CCCO2)[nH]c(=O)c1CCC(C)C (stereo not drawn)
  .	-8	1
> COc1ccc(CCN(Cc2ccc(C)o2)C(=O)CN(CC(C)C)C(=O)c2ccccc2F)cc1OC
  -18	-4	-4
> O=C(Cc1cccnc1)N1CC[C@@H](N2CCN(c3ccccc3F)CC2)[C@H](O)C1
  0	-4	-1
> CC1(C(=O)N2CCN(C(=O)c3ccco3)CC2)CCN1Cc1ccccc1OC(F)F (stereo not drawn)
  12	.	-10
> CCc1nnc(-c2cc3ccccc3n2CC(=O)Nc2ccccc2F)o1
  10	-8	-2

Pulled by structure from the entries so far, six records:
Sequence of screens – NPYLR7 ag	mcGAS lum	hcGAS inh
> c1ccc2c(c1)CCOC2CNCC1COc2ccccc2O1 (stereo not drawn)
  7	.	-16
> COC(=O)[C@@H](NC(=O)c1nc2ccccn2c1F)C(C)(C)C
  13	.	-10
> CCc1nc(N2CCN(S(=O)(=O)c3ccc(Cl)cc3)CC2)c2ccc(Cl)cc2n1
  3	-6	-1
> COc1ccc(CCN(Cc2ccc(C)o2)C(=O)CN(CC(C)C)C(=O)c2ccccc2F)cc1OC
  -18	-4	-4
> O=C(Cc1cccnc1)N1CC[C@@H](N2CCN(c3ccccc3F)CC2)[C@H](O)C1
  0	-4	-1
> COc1ccc(NC(=O)CN2C(=O)NC(C)(c3ccco3)C2=O)cc1OC (stereo not drawn)
  16	-4	-16

New compounds follow
Sequence of screens – NPYLR7 ag	mcGAS lum	hcGAS inh
> COC(=O)c1ccc(Cn2c(C)c(C(=O)NCc3ccc(OC)cc3)sc2=O)o1
  4	.	3
> COC(=O)C1=C(C)NC(C)=C(C(=O)OC)C1C(=O)OCc1csc(C)n1
  9	.	-6
> CN=c1scc(-c2ccc(F)cc2)n1N=Cc1cccc(Br)c1
  6	-5	-4
> O=c1[nH]c2ccccc2c(=O)n1CC(c1ccco1)N1CCCCC1 (stereo not drawn)
  7	-9	-6
> [Li+]
  -5&-1	-3	-4&-3&-3
> CCCCN(CC(=O)N(Cc1cccn1C)CC(C)C)C(=O)c1ccc(Cl)c([N+](=O)[O-])c1
  .	-6	-15
> COc1ccc(CCN(Cc2sccc2C)C(=O)CN(CCN2CCCC2)C(=O)Nc2ccc(Cl)cc2Cl)cc1OC
  -2	-5	-4
> CC(C)[C@]1(O)CN(S(=O)(=O)C(C)C)C[C@H]1C
  .	-4	-5
> CC(=O)Nc1ccc(NC(=O)C2Cc3ccccc3O2)cc1C (stereo not drawn)
  2	.	-9
> COc1cccc(C(CN2CCN(C(=O)Nc3ccccc3OC)CC2)OCc2cccc(Cl)c2)c1 (stereo not drawn)
  -2	-5	0
> CCc1nc2c(OCc3ccccc3)cccn2c1N(C)C(C)=O
  0	-3	-4
> COCCCNC(=O)C(NC(=O)c1ccccc1C)C1CCN(C(=O)c2ccc(F)cc2)CC1 (stereo not drawn)
  19	-4	-2
> Cc1c(C)n2c3c(=O)n(CC(=O)OCc4ccccc4)c(=O)n(C)c3nc2n1C1CCCCC1
  7	-8	-6
> O=C(c1ccc(F)c(F)c1)N1CCN(Cc2cccc(-c3noc(-c4ccco4)n3)c2)CC1
  3	-7	-4
> CCOC(=O)C(=CNc1ccccn1)C(=O)OCC
  -10	-6	-5
> CCCCCNC(=O)CC(c1ccccc1OC)c1c[nH]c2ccccc12 (stereo not drawn)
  -4	-6	-4
> CC(C)Sc1ccc(C(=O)Nc2ncnc3sccc23)cc1
  -6	-6	-5
> O=C(c1cc2n(n1)CCN(Cc1c(F)cccc1Cl)C2=O)N1CCN(C/C=C/c2ccccc2)CC1
  -8	-3	-4
> Cc1ccc(C(=O)N(Cc2nccn2Cc2cccc(C)c2)C2CCCCC2)cc1
  37	-4	-6
> N#Cc1ccc(CN2CCCC2CC(=O)c2cccs2)cc1 (stereo not drawn)
  -4	-11	-9
> COc1ccc(N2C(=O)CSC2c2cccc(NC(=O)CCl)c2)cc1 (stereo not drawn)
  6	-2	-5
> CCCc1c(C(=O)N2CCc3c([nH]c4ccc(OC)cc34)C2COCc2ccccc2)cnn1-c1ccccc1 (stereo not drawn)
  6	-7	-11
> CN(Cc1ccccc1O)C(=O)Cc1ccc2c(c1)OCO2
  9	.	-13
> Cc1cc(C(=O)CCl)c(C)n1-c1ccc(C(C)C)cc1
  -5	3	-5
> c1ccc(C(c2ccccc2)c2n[nH]c3c2CN(CC2CCCO2)CC3)cc1 (stereo not drawn)
  10	-10	-5
> COc1ccc(-c2c(-c3ccc(OCCN4CCOCC4)cc3O)n[nH]c2C)cc1OC
  -5	-7	-1
> CCOC(=O)c1c(C)nn(-c2ccc(C(=O)Nc3ccccc3C)cc2)c1C
  1	-4	-7
> O=C(NC(c1ccccc1)c1cnccn1)C1CCN(CCc2ccccc2)CC1 (stereo not drawn)
  2	.	2
> O=C(c1cc(Cl)cc(Cl)c1)N1CCC(Cc2ccc(C(F)(F)F)cc2)CC1
  8	-6	3
> COC(=O)c1ccc2c(c1)nc(N1CCC(O)(c3ccc(C)cn3)CC1)n2C
  1	.	-4
> O=C(Cn1nc(-c2cccs2)ccc1=O)N1CCCc2ccccc21
  8	.	-5
> O=C(Cn1nnnc1CN1CCc2ccccc2C1)NC(c1ccccn1)C(F)(F)F (stereo not drawn)
  8&2	.	-8&-6
> CC1C(=O)N(c2ccc(F)cc2F)CCN1C(=O)COc1ccc(Cl)cc1 (stereo not drawn)
  -1	-1	4
> O=C1CCC(NCC2CCN(C3CCCC3)CC2)CCN1CC1CC1 (stereo not drawn)
  6	.	-8
> O=C1OC(Nc2ccc(Br)cn2)c2ccccc21 (stereo not drawn)
  21	-2	-12
> CSc1ncc(Cl)c(C(=O)C(C#N)c2nc3ccc(Br)cc3c(=O)[nH]2)n1 (stereo not drawn)
  4	28	23
> Cc1cc(C)c(C(=O)N2CCCC(c3nc4c(C)cccc4[nH]3)C2)c(=O)[nH]1 (stereo not drawn)
  0	-19	-3
> CCCCCc1ccc(C(=O)N2CCN(C(=O)CCCCSc3nnc(-c4ccc(C)cc4)n3-c3ccccc3)CC2C)cc1 (stereo not drawn)
  -3	-6	-7
> COc1cccc(CNC(=O)NCc2ccc(S(=O)(=O)N3CCCCC3)cc2)c1
  1	-7	-7
> CCN(CC)C(=O)Cn1nc(C)c(S(=O)(=O)N(C)C)c1C
  -1	.	-6
> CCC(C(=O)OC)n1cnc2c(nnn2-c2ccc(C)cc2)c1=O (stereo not drawn)
  7	.	-1
> Cc1ccc(-n2cc(-c3ccccc3)c3c(NCCCN4CCOCC4)ncnc32)cc1Cl
  2	-7	-5
> O=C1C2CC=C(Cl)CC2C(=O)N1c1ncn[nH]1 (stereo not drawn)
  2	.	-2
> Cc1nc(C)c(CN(C)C(C)c2ccc(Cl)cc2)s1 (stereo not drawn)
  7	.	-16
> Cn1cnnc1SCCNC(=O)c1csc(-c2cc3ccccc3n2C)n1
  -1	.	1

Carrying on:
canonical_smiles	NPYLR7 ag	mcGAS lum	hcGAS inh
Cc1ccc(OC(C)C(=O)N(C)c2ccccc2S(C)(=O)=O)cc1 (stereo not drawn)	12	.	-12
O=C(COc1ccc(Cl)cc1)N(CC(=O)N1CCc2sccc2C1c1ccc(Cl)cc1)C1CC1 (stereo not drawn)	29	-7	-8
CCS(=O)(=O)N1CCN(c2nc(N(C)C)nc3c2CCNC3)CC1	24	-16	-5
O=C(O)c1c(Sc2ccccc2)c2cc(Cl)ccc2n1Cc1ccc(Cl)cc1	-6	.	2
O=C(c1cccc(F)c1)N(Cc1nccn1Cc1ccccc1C(F)(F)F)CC1CC1	-1	-9	-6
CC(=O)CCc1ccc(OCCCOc2ccc(Cl)c3cccnc23)cc1	-6	.	-3
O=S(=O)(NCc1ccccc1)Nc1ccc(Nc2ccccc2)nc1	-2	.	-9
O=C(O)C1(Cc2cccc(Cl)c2)CCCN(c2ncccc2F)C1 (stereo not drawn)	-3	.	-1
CC(C(=O)NC(=O)NC1CCCC1)N1CCN(Cc2ccsc2)CC1 (stereo not drawn)	-1	-7	-4
COc1ccc(OC)c(NC(=O)c2c(C)noc2C)c1	3	-7	-2
CCOc1ccc2nc(NC(=O)/C=C/c3cn(C)c(=O)n(C)c3=O)sc2c1	-2	.	4
Cn1ccc(C(=O)N(Cc2cccnc2)c2nc3c(Cl)cccc3s2)n1	.	-3	-3
CCc1noc(CN(CC)Cc2cn[nH]c2-c2ccc(F)cc2)n1	.	-11	-12
Cc1cc(C)c(C)c(S(=O)(=O)NC(C)C(=O)NC2CCN(C(=O)C3CC3)CC2)c1C (stereo not drawn)	-2	.	-5
CC1CC1C(=O)Nc1ccc(S(=O)(=O)NC(C)C2CC3CCC2C3)cc1 (stereo not drawn)	-2	-7	-1
O=S1(=O)NC(c2ccc(Cl)cc2)Nc2ccccc21 (stereo not drawn)	9	.	-1
COc1ccc(NC(=O)N2CCCC(C(=O)c3sccc3C)C2)cc1OC (stereo not drawn)	2&11	-4	-10&0
CN(c1ccccc1)N1CC(C(=O)NC(c2ccccc2)c2ccccn2)CC1=O (stereo not drawn)	-4	-3	-1
C/C(=C\c1ccco1)CN1CCC(NS(C)(=O)=O)CC1	-3	.	-2
COc1ccc(C2=NOC(CN(Cc3cccc(C(F)(F)F)c3)C(=O)c3cccc(F)c3)C2)cc1OC (stereo not drawn)	14	-5	-14
CCn1c(C2CCN(S(=O)(=O)c3sccc3C)CC2)nn(C)c1=O	10	-18	-6
CCOC(=O)c1cccc(NC(=O)NCCc2nc3ccccc3[nH]2)c1	11	-3	-3
COc1ccc(S(=O)(=O)Oc2cccc(C(C)C)c2)cc1NC(C)=O	7	.	-7
Clc1ccc(-c2nc(CSCc3ccco3)cs2)cc1	10	-2	-4
CCCCCCCCn1c(SCC(=O)OC)nc2c1c(=O)[nH]c(=O)n2C	-1	.	-4
CC(CC(=O)N1CCC(C(N)=O)C1)c1cccc(C(F)(F)F)c1 (stereo not drawn)	5	.	-5
CCn1ccc2cc(C(=O)NC3CC(=O)N(CCc4ccccc4)C3)ccc21 (stereo not drawn)	4	-13	-4
C=CCN=c1scc(-c2ccccc2Br)n1N=Cc1ccccn1	-6	1	1

Screening results from PubChem BioAssay.
